From PubChem BioAssay
EWS-Fli block – EWS/Fli-driven NR0B1 reporter inhibitors, primary screen, A673 cells, NR0B1 luciferase, luminescence, MLPCN library | viability-normalised | inhibition, % at 12.6 µM | actives 0.67% (n = 350,000) | AID 651661, 2012;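 active = mean inhibition of at least 50% after viability correction, with every replicate also passing that limit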;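 also: firefly luciferase signal divided by Alamar Blue viability fluorescence both relative to DMSO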
Cneo AK release – Cryptococcus neoformans cell lysis inducers, primary screen, AK release luminescence, single concentration; C. neoformans lysis, adenylate kinase release luminescence, 4 h; normalised: neutral wells 0, clomiphene wells 100; actives 0.2% (n = 360,000); lysis activity, % at 15 µM;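 active = mean lysis activity across replicates of at least 80%, whatever share of replicates individually reach that level; inactive = mean lysis activity below 80%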
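read-out = cell lysis signal | test system = log-phase Cryptococcus neoformans yeast cells | input = cells at 5 × 10^6 per mL | medium = fresh YPD growth medium | signal = luminescent adenylate kinase detection reagent | timing = 4 h at 37 °C static, read 1 h later | dosing = single dose | controls = Clomiphene as positive lysis control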
LGR2 antag – inhibitors of bursicon-induced LGR2 CRE-luciferase signal, primary screen, cell-based, HEK293, CRE-luciferase reporter, bursicon stimulation; Drosophila bursicon receptor LGR2 (rickets); bursicon-stimulated, 4 h; inhibition, % at 9.99 µM; actives 0.35% (n = 380,000); AID 720647, 2013;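 active = drop in luminescence signal, shown as inhibition above about 50% in the replicate tests, limit read from the data, passing the limit was not always enough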;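 also: agonist challenge used bursicon conditioned medium at about half maximal strength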
FN deposit inh – inhibitors of fibronectin matrix deposition, primary screen, AH1F cells, Alexa488-fibronectin fluorescence, plate reader; AH1F fibroblasts, overnight; inhibition, % at 12.6 µM; actives 0.086% (n = 350,000);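 active = mean inhibition across replicates of 30% or more, regardless of how many single replicates reach that level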;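 also: positive control wells lacked labelled fibronectin entirely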
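Schedule: 1 h cell adhesion before compound, then overnight fibronectin incubation; test system: AH1F fibroblast monolayer depositing Alexa488-labelled fibronectin into matrix; quantity: 10000 AH1F cells per well; probe or stimulus: fluorescent fibronectin at 24 nM final; signal: fluorescence, ex 485 nm, em 525 nm; evaluation: percent inhibition as loss of matrix-bound fibronectin fluorescence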
PAX8 reporter – inhibitors of PAX8-driven TPO luciferase reporter, primary screen, RMG-I cells, single concentration; inhibition, % at 12.6 µM; SteadyGlo, 24 h; actives 1.2% (n = 360,000);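 active = mean replicate inhibition at least 60% with every replicate also reaching 60%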;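 also: luciferase light reporting Pax8 driven TPO promoter activity; plate controls were median of neutral control wells for no effect and mitoxantrone controls for full effect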
PGC1a acetyl inh – inhibitors of PGC1a acetylation signal, primary screen, cell-based, U2OS, AlphaScreen, inhibitor mode | AlphaScreen anti-acetyl-lysine; with virally co-expressed GCN5 acetyltransferase | inhibition, % at 15.6 µM | actives 0.17% (n = 350,000) | AID 651687, 2012;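 active = every replicate shows inhibition of at least 40%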;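 also: 0% = neutral control wells and 100% = positive control wells; some results beyond the cut were filed as inactive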
miR-122 sensor – miR-122 Renilla sensor signal increase in Huh7, primary screen, miR-122 inhibitor project, cell-based, single point, plate reader; Huh7 miR-122 Renilla luciferase sensor, 48 h; neutral wells = 0, positive control = 100; actives 0.3% (n = 340,000); activation (reporter increase), % at 12.5 µM;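 active = mean replicate activation score at least 90 and every replicate individually at or above 90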;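 also: higher luciferase means less miR-122 activity so hits act as miR-122 inhibitors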
Casp6 inh – human caspase-6 inhibitors, primary screen, biochemical, VEID-R110 fluorescence, single point, set 2; P55212; purified caspase-6, Z-VEID-R110 cleavage fluorescence; inhibition, % at 12.5 µM; actives 0.53% (n = 350,000);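 active = mean inhibition across replicates at least about 35%, with every replicate also reaching that limit, limit read from the data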;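 also: 0% = median of neutral control wells and 100% = no fluorescence left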
Target sequence (P55212 24-179 limits assumed): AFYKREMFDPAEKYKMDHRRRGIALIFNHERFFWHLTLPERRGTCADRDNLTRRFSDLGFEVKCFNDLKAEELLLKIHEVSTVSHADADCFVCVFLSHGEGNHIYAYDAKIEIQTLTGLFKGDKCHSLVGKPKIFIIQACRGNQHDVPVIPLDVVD
Target sequence (P55212 194-293 limits assumed): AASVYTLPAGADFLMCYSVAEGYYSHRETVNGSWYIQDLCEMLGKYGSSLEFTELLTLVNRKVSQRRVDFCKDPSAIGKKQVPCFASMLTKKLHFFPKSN
Active calls of the source: *; . = no result given; & = joins results of further samples; [ ] = dose if it differs, or a comment.

SMILES | EWS-Fli block | Cneo AK release | LGR2 antag | FN deposit inh | PAX8 reporter | PGC1a acetyl inh | miR-122 sensor | Casp6 inh
O=C(C[C@H]1C[C@@H]2c3cc(NS(=O)(=O)c4ccccc4)ccc3O[C@@H]2[C@H](CO)O1)NC1CCCC1 | 5&3 | 0 | -6&4 | 4&-7 | -2 | 6&2 | -5 | -3&-2
C[C@@H]1CCCCO[C@@H](CN(C)CC2CCCCC2)[C@@H](C)CN([C@H](C)CO)C(=O)c2cc(NC(=O)CCC(F)(F)F)ccc2O1 | -7 | -28 | -5 | . | -9 | -1 | 104*[16.7 µM] | .
COc1ccc(N(C)S(=O)(=O)c2ccc3c(c2)CC(C)N3C(=O)C2CC2)c(OC)c1 (configuration not stated) | . | 0 | 8 | 1 | -7 | -12 | 13 | 0
C[C@@H]1CN([C@@H](C)CO)C(=O)Cc2cc(NC(=O)Nc3ccc(C(F)(F)F)cc3)ccc2O[C@H]1CN(C)C(=O)Nc1ccc(F)cc1 | -2 | -1 | 4 | . | 9 | 2 | -5[16.7 µM] | 0
COCC(=O)Nc1ccc2c(c1)C(=O)N(C)C[C@@H](OC)[C@H](C)CN(Cc1cncnc1)[C@@H](C)CO2 | 9 | 1 | 18 | -11 | . | 12 | -1[16.7 µM] | 3
O=C(NC(=S)Nc1ccccc1C(=O)O)c1cncc(Br)c1 | 3 | 1 | -8 | -1 | -3 | 9 | -16 | 1
CC1(C)Cc2cccc(OCC(=O)OCC(=O)NCc3ccc(F)cc3)c2O1 | 4 | 1 | -27 | . | 5 | 3 | -3 | 1
O=C(Nc1ccc2c(c1)ncn2-c1ccccc1)c1ccco1 | . | -2 | . | -10 | . | 5 | 5 | .
CCOC(CNC(=O)c1ccc(CNC(=O)c2ccc(OC)c(OC)c2)cc1)OCC | -1 | . | 3 | . | 7 | 5 | . | 2
O=C(OCc1ccccc1Cl)c1ccccc1C(=O)c1ccccc1 | . | -4 | . | 1 | . | -8 | 137* | .
CC(C)n1nc(CC(=O)O)c2ccccc2c1=O | 13 | 4 | 5 | -11 | 20 | -1 | -8 | 3
CC(C)c1ccc(C(=O)OCC(=O)NC2CCCC2)cc1 | -9 | 6 | -8 | -1 | -5 | 11 | -3 | -2
CCCCN1Cc2c(nc3cc(-c4ccccc4)[nH]n3c2=O)C1=O | 15 | . | 41 | -6 | 5 | . | . | -3
COc1ccc(NC(=O)CSc2nnc(Cc3ccccc3)c(=O)n2N)cc1OC | 1 | 2 | 10 | 14 | -15 | -4 | -5 | 0
Cc1cc(C(=O)Cn2cnc3cc([N+](=O)[O-])ccc3c2=O)c(C)n1CC1CCCO1 (configuration not stated) | 2 | . | -5 | -12 | 5 | -6 | . | 9
CCN(C(=O)COC(=O)c1ccc(O)cc1O)c1c(N)n(Cc2ccccc2)c(=O)[nH]c1=O | -3 | 0 | 1 | -6 | -6 | -1 | -3 | 3
Cc1cc(Cl)c(OCCOCCN2CCCCC2)c(Br)c1 | 3 | . | 4 | 5 | 36 | -6 | -5 | -2
CCCC(=O)Nc1ccc(Cl)c(-c2nc3ncccc3o2)c1 | 4 | -1 | -6 | -4 | 2 | -5 | -4 | -3
COc1ccc(NC(=O)N(C)C[C@H]2Oc3c(NC(=O)C4CC4)cccc3C(=O)N([C@H](C)CO)C[C@@H]2C)cc1 | -4&12 | -2&-3 | 2 | -7&-2 | -34 | -1&3 | 2[16.7 µM] | -3&-1
CO[C@H]1CN(C)C(=O)c2ccc(NS(=O)(=O)c3c(C)noc3C)cc2OC[C@H](C)NC[C@H]1C | 12 | 0 | -3 | 0 | -10 | -4 | 6[16.7 µM] | 0
CCOc1ccc(NC(=O)Nc2cccc(C)n2)cc1 | -106 | 2 | -62 | 2 | -78 | . | . | .
C[C@@H]1CN([C@@H](C)CO)C(=O)c2cc(NS(=O)(=O)c3cn(C)cn3)ccc2O[C@@H]1CN(C)Cc1ccncc1 | -5 | -1 | -13 | . | 3 | 7 | -3[16.7 µM] | 0
Cc1noc(C)c1S(=O)(=O)N(C)C[C@@H]1OCCCC[C@@H](C)Oc2ccc(NS(=O)(=O)c3ccc(F)cc3)cc2C(=O)N([C@@H](C)CO)C[C@@H]1C | 9 | -8 | 2 | 5 | -45 | 5 | 2[16.7 µM] | .
O=C(NCC(c1ccco1)N1CCCCC1)c1cccs1 (configuration not stated) | 9 | -1 | 27 | 0 | . | -3 | -5 | 5
CCc1cccc(NC(=O)C2CCCC2)c1 | . | 4 | . | 2 | 0 | -10 | 24 | .
COc1cc(OC)cc(C(=O)Nc2ccc(C(=O)Nc3ccccc3OC)cc2)c1 | -6 | 0 | 7 | 1 | . | -10 | -1 | -3
Cc1nc(CSc2nnc3scc(-c4ccccc4)n23)cs1 | . | 5 | . | 1 | -28 | 12 | -6 | .
CC(C)(C)[C@@H]1C=C(C(=O)N2CCOCC2)O[C@H](OCc2ccc(CO)cc2)C1 | 4&9 | 28&3 | -4 | -1 | -13&-6 | 1&-2 | -4 | -3&-5
CN(C)c1ccc(Cl)cc1N | 9 | . | . | -3 | 6 | -3 | . | 0
CCSc1nnc(N)s1 | . | 3 | . | . | -7 | -3 | -19 | .
Cc1c(Cl)cccc1NC(=O)Nc1cc(C(C)(C)C)on1 | -7 | -8 | 5 | -5 | 13 | 26 | 4 | 0
CCc1ccc(NC(=O)CSc2nc(=O)n(CCCN3CCOCC3)c3c2CCC3)cc1 | 5 | 1 | 6 | 2 | 16 | 4 | 2 | -3
COc1ccc(-c2cnc3c(c2)C(=O)N([C@@H](C)CO)C[C@H](C)[C@H](CN(C)C(=O)C2CCOCC2)O3)cc1 | -7 | -2 | -9 | . | -7 | 16 | 5[16.7 µM] | 1
CC(=O)Nc1cccc(OCCCNS(=O)(=O)c2ccc(F)cc2)c1 | 3 | . | 11 | 7 | 11 | -2 | -4 | 0
CCOc1ccc(C(=O)NC(Cc2ccccc2)C(=O)OC)cc1 (configuration not stated) | . | -6 | . | 4 | . | 4 | 0 | .
Cc1ccc(-n2c(CSc3nc(C)cc(C)n3)n[nH]c2=S)cc1 | 6 | . | -8 | -8 | 12 | 5 | -1 | -1
O=C(NCCCn1ccnc1)C(=O)NCC1OCCCN1S(=O)(=O)c1ccccc1 (configuration not stated) | . | 3 | 1 | -5 | 21 | -16 | -7 | .
CSc1ncccc1C(=O)OCC(=O)C(C)(C)C | -16 | . | 17 | -10 | 3 | 2 | -3 | 1
CCN(CC(=O)NCc1cccs1)CC(=O)Nc1ccccc1C | -6 | 8 | 12 | 2 | 4 | -6 | -11 | 0
Cc1cc(=O)oc2c3c(cc(OCC(=O)Nc4ccc(CCO)cc4)c12)OC(C)(C)CC3 | -1 | -1 | -4 | . | . | 11 | -5 | 0
COc1cccc(C2NC(=S)NC(C)=C2C(C)=O)c1 (configuration not stated) | -2 | . | -5 | -6 | -10 | . | . | -2
O=C(NCC[C@H]1CC[C@H](NC(=O)c2cnccn2)[C@@H](CO)O1)Nc1ccc(F)cc1 | -14 | 1 | -5 | -13 | -13 | -5 | . | 0
O=C(c1ccc(CNS(=O)(=O)c2cccc(Cl)c2)cc1)N1CCCC1 | 2 | . | 6 | -15 | 1 | 39 | 5 | 1
COc1ccc(NC(=O)Nc2ccc3c(c2)C(=O)N([C@H](C)CO)C[C@@H](C)[C@H](CN(C)Cc2ccc(Cl)c(Cl)c2)O3)cc1 | -11 | 0 | 1 | -4 | . | -6 | -10[16.7 µM] | 3
CN(C)c1nc(NCc2ccccc2)nc(N/N=C/c2cccc(Br)c2)n1 | 2 | 22 | -4 | -9 | -97 | -10 | 5 | 0
Cc1cc2nncn2c2ccccc12 | . | -1 | . | -14 | 1 | 6 | 5 | .
CC(C)NC(=O)Nc1ccc2c(c1)C(=O)N([C@@H](C)CO)C[C@H](C)[C@H](CN(C)S(=O)(=O)c1ccc(Cl)cc1)O2 | -9 | -4 | 7 | . | 7 | 11 | -1[16.7 µM] | 0
Cc1cc(NC(=O)c2ccc(Br)c(S(=O)(=O)N3CCCC3)c2)no1 | . | 0 | . | -1 | -6 | -9 | 5 | .
CCCCCn1c(CN2CCCCC2CC)nc2c1c(=O)n(C)c(=O)n2C (configuration not stated) | -1 | 3 | 1 | 1 | -3 | . | . | -2
C[C@@H]1CCCCO[C@@H](CN(C)S(=O)(=O)c2ccc(Cl)cc2)[C@@H](C)CN([C@@H](C)CO)C(=O)c2cc(NS(=O)(=O)c3cccs3)ccc2O1 | 4 | -3 | -9 | -17 | 24 | -11 | 2[16.7 µM] | 1
New compounds follow
SMILES | EWS-Fli block | Cneo AK release | LGR2 antag | FN deposit inh | PAX8 reporter | PGC1a acetyl inh | miR-122 sensor | Casp6 inh
O=C(c1ccc(S(=O)(=O)N2CCCC2)cc1)N1CCN(c2ccccc2F)CC1 | . | -1 | -5 | -4 | 12 | . | . | 1
C=CCn1c(=NC(=O)C2COc3ccccc3O2)sc2cccc(OC)c21 (configuration not stated) | 0 | . | 11 | -1 | 2 | . | . | 1
COc1ccc(S(=O)(=O)Nc2ccc3c(c2)C(=O)N([C@H](C)CO)C[C@H](C)[C@@H](CN(C)S(=O)(=O)c2ccccc2)OCCCC[C@@H](C)O3)cc1 | 0 | . | 13 | . | 2 | 1 | . | -1
COc1ccc(NC(=O)N2C[C@H](O)COC[C@H]3O[C@H](CC(=O)N4CCN(C)CC4)CC[C@@H]32)cc1 | -4 | -1 | -15 | -1 | -16 | -1 | -6[16.7 µM] | 0
CN[C@H]1C[C@H]2c3cc(N4CCN(C)CC4)ccc3CCN2C(=O)[C@H]1[C@H](C)O | -5 | -2 | . | 1 | -10 | -9 | 5 | -23
CN1[C@@H]2c3cccc(=O)n3C[C@H]1[C@H](CO)[C@H]2C(=O)NCC1CCCCC1 | 2 | 8 | -3 | . | . | . | -6[16.7 µM] | 3
NC(=O)c1ccc(NC(=O)CN2C(=O)NC(c3ccccc3)(c3ccccc3)C2=O)cc1 | 5 | 1 | -7 | -1 | 3 | 2 | 15 | 5
N#Cc1c2c(c(-n3cnc4ccccc43)n3c1nc1ccccc13)CCC2 | . | 5 | 3 | . | . | 17 | -5 | .
O=C(NC1CCN(S(=O)(=O)c2ccc(Cl)cc2)CC1)c1cccnc1 | -2 | -1 | 0 | -10 | 4 | 21 | -4 | 0
Cc1cc(Br)c2[nH]cc(CCNC(=O)c3ccco3)c2c1 | -8 | -1 | 13 | 9 | -13 | 1 | 5 | .
CN(C)C(CNC(=O)c1ccc(NS(=O)(=O)c2cccc([N+](=O)[O-])c2)cc1)c1ccco1 (configuration not stated) | 2 | -3 | -8 | 3 | -18 | . | . | -2

Reformatted with values under each structure: entries from further up
Every second line gives: EWS-Fli block, Cneo AK release, LGR2 antag, FN deposit inh, PAX8 reporter, PGC1a acetyl inh, miR-122 sensor, Casp6 inh
- C=CCn1c(=NC(=O)C2COc3ccccc3O2)sc2cccc(OC)c21 (configuration not stated)
  0, ., 11, -1, 2, ., ., 1
- Cc1cc(Br)c2[nH]cc(CCNC(=O)c3ccco3)c2c1
  -8, -1, 13, 9, -13, 1, 5, .
